MITF TRPM1 HTS: MITF TRPM1 promoter activation in melanoma cells; SK-MEL-5 TRPM1-promoter luciferase, 24 h; % of positive control, neutral wells = 0; activation, % at 12.5 µM; hit rate 0.75% among 300,000;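 active means mean activation of at least 80% with every replicate also reaching 80%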;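 further: 0% = neutral control wells and 100% = parthenolide positive control wells; values of inactives mirror those of a sister screen read the other way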
CDK5 p35 inh: inhibitors of human CDK5/p35 kinase. inhibition, % at 10 µM. Q00535+Q15078. hit rate 0.01% among 330,000. Recombinant CDK5/p35, ADP-Glo luminescence, 60 min. AID 488839;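 active means highest replicate inhibition of at least 50% and at least 75% of replicates reaching 50%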;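 further: plate controls were DMSO neutral control for no effect and GW8510 at 10 µM for full effect; many of its hits are not listed in these tables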
NSD2 HMT inh: inhibitors of human histone methyltransferase NSD2 | NSD2 peptide methylation, AlphaScreen, 120 min | O96028 | inhibition, % at 12.5 µM | hit rate 0.54% among 310,000; in the data active means inhibition above about 50%
dFosB activator: enhances mouse delta FosB homodimer DNA binding; AID 493131; activation, % at 25 µM; purified delta FosB, TAMRA-CDK5 oligo fluorescence polarization; percent of positive-control signal above neutral wells; P13346; hit rate 0.99% among 340,000;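 active means mean activation above about 17%, with every replicate also reaching it, limit read from the data, passing the limit was not always enough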;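 further: fluorescence polarization rise as delta FosB binds a TAMRA Cdk5 AP-1 oligo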
Target sequence (P13346 whole entry, looked up): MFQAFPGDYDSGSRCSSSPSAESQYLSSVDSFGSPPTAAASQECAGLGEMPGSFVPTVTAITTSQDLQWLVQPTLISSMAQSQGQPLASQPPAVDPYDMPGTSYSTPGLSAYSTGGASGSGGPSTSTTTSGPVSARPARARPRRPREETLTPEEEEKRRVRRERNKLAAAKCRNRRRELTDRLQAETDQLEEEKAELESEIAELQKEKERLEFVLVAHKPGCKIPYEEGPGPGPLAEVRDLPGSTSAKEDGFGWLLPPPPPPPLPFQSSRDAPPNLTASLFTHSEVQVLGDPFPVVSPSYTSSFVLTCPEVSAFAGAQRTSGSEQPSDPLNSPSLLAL
V-ATPase pH: yeast V-ATPase proton transport regulation by pHLuorin | S. cerevisiae, pHLuorin cytosolic pH fluorescence | response, % at 10 µM | hit rate 0.37% among 350,000; in the data active means response mostly above about 7.3%, no sharp cut-off; inactive means mostly below about 5.4%; further: actives read high; inactives centre near 0; some compounds called inactive have numbers as strong as hits; reference of the scale not given here
Wnt act: activates Wnt/beta-catenin signaling in a reporter cell assay; activator, plate reader; activation, % at 9.35 µM; hit rate 1.2% among 300,000; in the data active means activation above about 30%, passing the limit was not always enough;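 further: 0% = neutral control wells and 100% = positive control wells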
HTR5A inv ag: inverse agonist of human HTR5A in OPRM1-OPRD1 counter-screen. P47898. HTR5A cell line, luminescence, inverse agonism. inhibition, % at 9.3 µM. hit rate 0.083% among 340,000; in the data active means inhibition mostly above about 23%, no sharp cut-off; inactive means mostly below about 18%;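 further: 0% = cells with DMSO and 100% = no-cell wells with DMSO; some compounds called inactive have numbers as strong as hits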
HTR5A ag: counter-screen for OPRM1-OPRD1 agonists: human HTR5A agonism. activation, % at 9.3 µM. HTR5A agonist assay, luminescence, cell-based. hit rate 0.61% among 340,000; in the data active means activation mostly above about 9.5%, no sharp cut-off; inactive means mostly below about 7.6%;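 further: 0% = cells with vehicle only and 100% = reference agonist; strong numbers were not always called active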
SR-BI HDL uptake: mouse SR-BI HDL lipid transfer inhibition; Q61009; ldlA[mSR-BI] CHO cells, DiI-HDL uptake fluorescence, 3 h; inhibition, % at 12.5 µM; hit rate 0.96% among 320,000; AID 488896;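 active means mean replicate inhibition of at least 70% and a set share of replicates each scoring 70 or more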;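 further: 0% = median of neutral control wells and 100% = median of positive control wells; values of inactives mirror those of a sister screen read the other way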
Target sequence (Q61009 whole entry, looked up): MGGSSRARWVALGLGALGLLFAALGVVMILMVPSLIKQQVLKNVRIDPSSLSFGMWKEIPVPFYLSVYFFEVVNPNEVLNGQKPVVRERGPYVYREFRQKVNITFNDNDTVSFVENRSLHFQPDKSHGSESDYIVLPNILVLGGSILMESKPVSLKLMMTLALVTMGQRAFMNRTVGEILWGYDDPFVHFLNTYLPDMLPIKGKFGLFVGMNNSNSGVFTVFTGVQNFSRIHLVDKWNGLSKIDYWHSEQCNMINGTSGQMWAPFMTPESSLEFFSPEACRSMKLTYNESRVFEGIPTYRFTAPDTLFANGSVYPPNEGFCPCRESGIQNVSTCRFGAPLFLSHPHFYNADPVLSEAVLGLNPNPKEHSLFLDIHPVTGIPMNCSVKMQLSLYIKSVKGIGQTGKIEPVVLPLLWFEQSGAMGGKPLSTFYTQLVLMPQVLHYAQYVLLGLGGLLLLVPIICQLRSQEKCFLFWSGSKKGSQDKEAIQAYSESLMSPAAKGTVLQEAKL
PvdQ acylase: blocks Pseudomonas aeruginosa PvdQ acylase activity. purified PvdQ acylase, fluorescence plate reader. inhibition, % at 10 µM. hit rate 0.063% among 340,000; in the data active means inhibition above about 30%, passing the limit was not always enough;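 further: 0% = vehicle neutral wells and 100% = reference inhibitor wells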
Starred values were filed as active, the others as inactive; x = no result given.

#	canonical_smiles	MITF TRPM1 HTS	CDK5 p35 inh	NSD2 HMT inh	dFosB activator	V-ATPase pH
1	CCN(CC)S(=O)(=O)c1ccc(N2CCOCC2)c(NC(=O)Cc2ccc(Cl)cc2)c1	-6.8	0.6	18.0	-15.2	4.0
2	CC(C)CC(C)NC(=O)c1ccc(C(F)(F)F)cc1 (centres undefined)	2.0	-0.4	-1.4	6.2	-2.3
3	CCCNC(=O)C1CN(C(=O)c2nn(Cc3ccccc3)c(=O)c3ccccc23)c2ccccc2O1 (centres undefined)	-21.6	0.0	-2.5	-7.3	-2.0
4	CCC(=O)Nc1cccc(-c2nc3ccccc3o2)c1	15.7	0.7	-0.6	-33.6	-0.2
5	COC(=O)[C@H](Cc1ccccc1)NCCCn1cnc(C(=O)Nc2ccc(C)c(C)c2)n1	10.0	-0.8	x	-15.3	1.3
6	COc1ccc(C)cc1-n1nnnc1SCc1cc(=O)n2cc(C)ccc2n1	-15.5	-1.7	-4.7	-22.2	2.8
7	COc1ccccc1Nc1nc(Cl)c(C=O)s1	28.8	0.5	-0.2	1.3	-2.8
8	CC(OC(=O)Cn1cnc2c1c(=O)n(C)c(=O)n2C)C(=O)c1ccccc1 (centres undefined)	2.6	0.7	2.5	-0.9	-2.3
9	CN(Cc1cccs1)C(=O)Cc1csc(-c2ccccc2)n1	34.7	-0.8	-2.0	-9.8	0.9
10	CC1CCN(Cc2ccc(-c3nn[nH]n3)cc2)CC1	-2.6	0.1	-3.1	-5.1	-3.0
11	CCOC(=O)c1[nH]c(C)c(/C(O)=C2\C(=O)C(=O)N(CCN3CCOCC3)C2c2cccs2)c1C (centres undefined)	x	0.0	-2.7	-1.2	2.4
12	CC(C)(C)NC(=O)CSc1nc(O)cc(=O)[nH]1	-5.9	-0.4	-3.3	-1.5	0.2

#	Wnt act	HTR5A inv ag	HTR5A ag	SR-BI HDL uptake	PvdQ acylase
1	-9.6	-22.5	7.9	25.1	-12.8
2	3.7	-2.1	0.7	-20.6	1.0
3	-5.3	8.4	-2.3	7.6	4.7
4	17.1	-9.6	2.7	33.3	-7.2
5	-2.3	7.0	-1.9	27.7	-13.4
6	x	22.2	2.6	13.9	0.8
7	19.1	4.3	-1.6	22.5	12.1
8	-1.0	16.4	-6.7	-18.4	9.5
9	5.0	-34.5	2.2	5.1	4.1
10	15.3	-6.0	2.4	-17.5	-6.8
11	x	-29.5	10.8	28.4	23.3
12	x	21.9	-6.0	-45.2	-16.0

Further structures follow.
#	canonical_smiles	MITF TRPM1 HTS	CDK5 p35 inh	NSD2 HMT inh	dFosB activator	V-ATPase pH
13	COC(=O)c1cc(OC)c(OC)cc1NC(=S)N1CCN(C/C=C/c2ccccc2)CC1	-1.8	1.0	2.1	3.3	2.0
14	O=C(CCCNC(=O)/C(=C/c1ccc(F)cc1)NC(=O)c1ccccc1)OCc1ccccc1	-6.7	0.0	1.3	-13.4	2.6
15	CCC(C)NC(=O)C1CCC(CNS(=O)(=O)c2ccc3c(c2)N(C(C)=O)CCO3)CC1 (centres undefined)	2.8	0.9	-1.5	-0.2	-3.5
16	CCCc1nnc(NC(=O)CCC(=O)N2CCN(c3ccccc3)CC2)s1	-3.9	2.0	-1.2	-10.9	4.3
17	CCCCNC(=O)C1CCCN1C(=O)Nc1cccc(OC)c1 (centres undefined)	x	-2.7	6.1	4.0	0.3
18	CC1=CCC(C(=O)O)(C(=O)N/N=C/c2cccs2)C(c2ccc([N+](=O)[O-])cc2)C1 (centres undefined)	-8.5	-4.1	1.2	-5.3	-4.7
19	COc1cc(OC)cc(C(=O)NCC(=O)OCc2cc(=O)oc3cc(OC)ccc23)c1	6.1	-2.4	-2.2	-16.8	2.0
20	Cc1ccc(C)c(-n2cc(CNC(C)Cn3cncn3)c(-c3ccccc3)n2)c1 (centres undefined)	-4.5	0.7	-0.6	-4.1	-0.7
21	CCCc1ccc(OCCNC(C)=O)cc1	-5.1	-1.3	-0.5	1.7	5.0
22	CC(C)Oc1cccc(C(=O)Nc2ccc(NC(=O)c3ccco3)cc2)c1	x	-0.4	3.4	11.9	-1.1
23	O=C(NC1CCN(Cc2ccccc2)CC1)c1cc(S(=O)(=O)N2CCOCC2)ccc1Cl	1.1	1.3	-3.2	-2.3	0.7
24	COC(=O)c1sc2nc(-c3ccccc3)nc(N3CCN(C)CC3)c2c1C	3.7	-1.5	4.4	-29.7	-0.3

#	Wnt act	HTR5A inv ag	HTR5A ag	SR-BI HDL uptake	PvdQ acylase
13	-0.7	2.1	3.2	27.0	-4.0
14	-2.2	12.8	-4.8	3.9	-3.8
15	4.2	7.3	5.7	0.7	-13.0
16	-0.5	-11.5	1.6	-9.8	-15.7
17	-6.7	-9.5	4.7	-13.1	-1.7
18	x	-23.4	2.0	7.8	0.9
19	1.2	-8.4	-0.7	x	-11.5
20	1.3	-12.8	-6.9	x	-5.5
21	-0.4	5.9	-2.5	-9.7	-5.6
22	-0.8	-2.0	0.8	17.6	1.4
23	1.4	-5.6	0.0	-4.2	8.0
24	x	5.7	2.7	25.7	-8.2

Continuation:
#	canonical_smiles	MITF TRPM1 HTS	CDK5 p35 inh	NSD2 HMT inh	dFosB activator	V-ATPase pH
25	COc1cccc(NC(=O)CN(C)C(=O)c2c(-c3c(F)cccc3Cl)noc2C)c1	1.1	-2.9	2.5	-3.3	2.5
26	CCCCn1c(NCc2ccccn2)nc2ccccc21	3.8	0.5	0.5	-8.4	0.9
27	CC(C)[C@H](NC(=O)C1CC(=O)N(c2ccc3c(c2)OCO3)C1)C(=O)NC1CCCC1 (some centres undefined)	3.8	0.6	3.6	4.7	0.5
28	CC(C)c1cc(N=O)cc(C(C)C)c1O	4.2	2.0	0.6	-9.8	6.8
29	COc1ccc(C(CNC(=O)COc2ccc(F)cc2Cl)N2CCOCC2)cc1 (centres undefined)	10.1	-1.3	-1.3	-1.6	-3.4
30	Cc1noc(C)c1CSCC(=O)N(CC(C)C)c1c(N)n(Cc2ccccc2)c(=O)[nH]c1=O	-0.6	-2.4	-0.2	-4.4	-1.6
31	CSCC[C@H](NC(=O)c1cccs1)C(=O)N1CCC2(CC1)NCCc1[nH]cnc12	-0.4	3.4	1.9	-0.1	-1.3
32	O=C(CSc1ccc(Cl)cc1)Nc1ccc(N2CCN(C(=O)c3ccc(Cl)cc3)CC2)cc1	-19.6	-0.9	-2.0	-6.1	-2.6
33	CCCCOc1ccc(-c2nnn(C(C)(C)C(=O)OC)n2)cc1	x	-1.2	0.7	0.1	-4.5
34	CCOC(=O)C1=CNS(=O)(=O)NC1CCc1ccccc1 (centres undefined)	10.0	15.0	x	-2.1	-1.1
35	Cc1cc(=O)nc2c3ccccc3n(C(C)C(=O)NCCC(C)C)n12 (centres undefined)	-1.4	0.6	-1.7	-7.4	-3.6
36	COc1ccc(Cl)cc1NS(=O)(=O)c1cccc(C(=O)NCC(c2ccco2)N(C)C)c1 (centres undefined)	-2.1	-0.1	x	-7.3	-3.4

#	Wnt act	HTR5A inv ag	HTR5A ag	SR-BI HDL uptake	PvdQ acylase
25	0.4	13.2	-5.3	14.6	9.3
26	0.2	5.7	3.1	5.6	-10.4
27	-0.3	9.0	-2.4	0.6	-16.1
28	-2.0	-7.3	1.9	-19.1	-20.1
29	12.3	6.5	4.1	-15.6	0.9
30	3.9	-28.7	3.0	-5.5	-18.2
31	-1.9	30.4	4.8	-4.7	-14.1
32	-3.7	1.0	-3.0	33.1	-10.9
33	22.6	-17.9	8.4	9.1	0.9
34	-0.6	0.9	-0.3	-10.1	14.5
35	-1.4	-11.9	4.4	22.3	5.4
36	7.1	-11.7	6.2	-4.5	-7.6

Additional structures:
#	canonical_smiles	MITF TRPM1 HTS	CDK5 p35 inh	NSD2 HMT inh	dFosB activator	V-ATPase pH
37	O=[N+]([O-])c1ccccc1S(=O)(=O)N1CCSCC1	-1.6	1.4	x	-1.6	4.3
38	COc1ccc(CC(=O)NCc2ccccc2)cc1	x	-3.8	-0.5	-7.9	1.5
39	Cc1[nH]ccc(=O)c1Cc1c(Cl)cccc1Cl	9.0	-0.3	3.6	-6.6	-0.8
40	O=C(CNC(=O)C12CC3CC(CC(C3)C1)C2)OCC(=O)N1CCCCC1	-1.1	-8.1	0.0	-0.8	1.1
41	O=C(CSc1nnc(CNC(=O)c2ccccc2)o1)NCc1ccc2c(c1)OCO2	2.1	1.3	-1.9	-2.3	0.6
42	Cn1c(SCC(=O)N2CCN(S(=O)(=O)c3ccc(Cl)cc3)CC2)nc2ccccc21	x	-1.9	-1.4	-6.3	2.0
43	COCCNC(=S)NN(c1ccccc1)c1ccccc1	-18.8	1.0	1.1	2.3	0.2
44	CCc1nnc(NC(=O)CSc2ccc(Cl)cc2)s1	-3.7	-1.5	0.9	-1.6	1.7
45	O=C(CCNC(=O)c1ccccc1Cl)NN1C(=O)NC2(CCCCC2)C1=O	-0.3	-0.9	0.4	-2.7	1.1
46	COc1cccc(-c2cc(C(=O)N3CCN(C(=O)c4ccco4)CC3)on2)c1	-4.5	2.2	25.1	-16.0	4.0
47	CC(C)(C)Nc1ncnc2sc(-c3ccccc3)cc12	-9.6	10.8	-3.4	-2.7	0.7
48	C/C(=N\NC(=S)Nc1cc(S(=O)(=O)N2CCOCC2)ccc1Cl)c1ccccc1F	-26.0	-1.7	-0.4	-0.4	3.1

#	Wnt act	HTR5A inv ag	HTR5A ag	SR-BI HDL uptake	PvdQ acylase
37	0.7	-8.2	3.0	7.3	-5.9
38	-1.2	6.9	-1.8	-9.6	-6.5
39	0.6	-14.8	3.8	-4.9	-12.1
40	-3.7	17.0	-6.9	-3.2	-13.0
41	1.5	4.3	6.8	-9.4	-8.9
42	-4.0	25.3	-9.7	11.6	-11.7
43	-0.4	7.2	-2.5	-8.0	6.0
44	2.0	-12.6	3.4	-4.8	3.4
45	1.4	-4.6	3.4	-42.0	-7.0
46	2.0	8.0	-3.4	-8.4	-3.0
47	0.3	-10.7	3.0	19.0	2.6
48	-0.6	20.7	-4.2	50.4	7.6

Full records, quoted from the list. Order of values: MITF TRPM1 HTS | CDK5 p35 inh | NSD2 HMT inh | dFosB activator | V-ATPase pH | Wnt act | HTR5A inv ag | HTR5A ag | SR-BI HDL uptake | PvdQ acylase
Cc1[nH]ccc(=O)c1Cc1c(Cl)cccc1Cl as listed: 9.0 | -0.3 | 3.6 | -6.6 | -0.8 | 0.6 | -14.8 | 3.8 | -4.9 | -12.1
COCCNC(=S)NN(c1ccccc1)c1ccccc1 as listed: -18.8 | 1.0 | 1.1 | 2.3 | 0.2 | -0.4 | 7.2 | -2.5 | -8.0 | 6.0

The list goes on.
#	canonical_smiles	MITF TRPM1 HTS	CDK5 p35 inh	NSD2 HMT inh	dFosB activator	V-ATPase pH
49	CN(Cc1cccs1)C(=O)CSc1nc2ccccc2[nH]1	34.2	0.5	-0.9	5.5	-3.4
50	Cc1ccc(C)c(S(=O)(=O)Nc2ccc(C(=O)NCCCN3CCOCC3)cc2)c1	-5.8	0.0	-0.5	-7.5	1.4
51	Cc1ccnn1CC(=O)N/N=C/c1ccco1	x	1.3	0.5	8.8	-1.7
52	O=[N+]([O-])c1cc(CN2CCCC2)c2cccnc2c1O	0.7	-2.5	x	-8.9	-6.1
53	Cc1ccc(-c2csc3ncnc(Nc4ccc(N5CCOCC5)cc4)c23)cc1	x	-0.3	3.9	-5.9	2.4
54	CCOC(=O)c1sc(Nc2nc(C)cc(OC)n2)nc1C	-23.2	-1.3	-1.6	-17.1	1.4

#	Wnt act	HTR5A inv ag	HTR5A ag	SR-BI HDL uptake	PvdQ acylase
49	3.8	-8.6	3.1	-20.6	-1.4
50	-0.5	-14.2	3.4	-32.5	3.2
51	x	15.7	-5.7	-11.2	-5.7
52	x	-28.2	10.6	8.6	7.5
53	-5.3	-2.8	0.8	56.6	-4.8
54	-0.3	-23.8	1.7	33.2	1.3
